HT1080 viability = cytotoxicity in HT1080 fibrosarcoma cells, cell-based, fluorescence readout (AID 620); cytotoxicity, % at 10 µM, or EC50 in µM where a hit was titrated; actives 0.42% (n = 87,000); HT1080 viability, fluorescence; higher % means a stronger effect; in the data active means cytotoxicity above about 50%;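 further: cells exposed to compound overnight then 4 h with Alamar Blue; 0% = vehicle DMSO and 100% = killing control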
* hit, by the source's call. Not all compounds are listed, so the mix of outcomes need not match the whole.

mol,HT1080 viability
O=C(NCc1ccco1)c1ccc(Cn2c(=O)c3ccccc3n(Cc3cccc(F)c3)c2=O)cc1,-3%
CC(C)N(C(=O)Cn1c(SCC(=O)Nc2nccs2)nc2ccccc21)C(C)C,0%
COc1ccccc1CNC(=O)c1ccccc1N(C)S(C)(=O)=O,-2%
CCCCCCc1cc2cc(C(N)=O)c(=N)oc2cc1O,-14%
COC(=O)[C@@]1(Cc2ccccc2)[C@H]2c3cc(C(=O)N(C)C)n(CCO)c3C[C@H]2CN1C(=O)c1ccccc1,-27%
O=C(COC(=O)COc1ccc(Cl)cc1)NC1CCCCC1,15%
Cc1cc(/C=C(/C#N)c2nc3ccccc3[nH]2)c(C)n1-c1cccc([N+](=O)[O-])c1,-10%
CCC1=NN2C(=N)/C(=C\c3ccc(SCc4ccco4)o3)C(=O)N=C2S1,19%
Cn1c(Cn2c(C(F)(F)F)nc3ccccc32)nc2ccccc21,-7%
Cc1cc(C)cc(NC2=CC(=O)CC(c3ccco3)C2)c1 (stereo unspecified),-12%
COC(=O)CP(=O)(c1ccccc1)c1ccccc1,0%
COc1ccc(C(=O)N2CCN(c3cccc(Cl)c3)CC2)cc1,-5%
CN(Cc1ccccc1)C(=O)CN1C(=O)C2C3C=CC(C3)C2C1=O (stereo unspecified),-8%
COc1ccc(NC(=O)c2ccc3nccnc3c2)cc1,9%
c1ccc(C(c2ccccc2)N2CCN(Cc3nnnn3C3CCCCC3)CC2)cc1,0%
Cc1ccc(S(=O)(=O)Cc2ccc(C(=O)NCc3cccs3)o2)cc1,27%
Nc1n[nH]c(-c2ccccc2)n1,-6%
COc1ccc(CNS(=O)(=O)c2cccc(S(=O)(=O)N3CCOCC3)c2)cc1,3%
CCOC(=O)N1CCN(C(=O)CN(Cc2ccc(Cl)cc2)S(=O)(=O)c2ccccc2)CC1,-5%
Cc1nn(Cc2ccc(Cl)cc2Cl)c(C)c1NC(=O)C1C2CCC(O2)C1C(=O)O (stereo unspecified),-8%

The list continues.
mol,HT1080 viability
Cc1[nH][nH]c(=O)c1C(c1ccc(-c2ccc(Cl)cc2)o1)c1c(C)[nH][nH]c1=O,17%
CCN(Cc1ccccc1)S(=O)(=O)c1ccc(S(=O)(=O)N(Cc2ccccn2)Cc2ccco2)cc1,11%
CCn1c(SCC(=O)Nc2nc(-c3ccc(C)cc3)cs2)nnc1-c1ccccc1,-13%
CCOc1ccccc1NC(=O)C1C2C=CC(C2)C1C(=O)O (stereo unspecified),2%
CN(C)S(=O)(=O)N1CCN(C(=O)N2CCCCCC2)CC1,-5%
COc1ccc(OCC(O)CN2CCCCCC2)cc1 (stereo unspecified),-6%
O=C(CSc1nc2c(sc3ccccc32)c(=O)n1CCCN1CCCC1)NCC1CCCO1 (stereo unspecified),5%
O=S(=O)(NCc1ccco1)c1ccc(S(=O)(=O)N2CCCCC2)cc1,1%
COc1ccc(/C=N/c2c(-c3ccc(OC)cc3)nc3n2CCS3)cc1,2%
COc1ccc(C2=NOC(C(=O)Nc3cccnc3)C2)cc1 (stereo unspecified),4%
Cc1ccc(S(=O)(=O)CCC(=O)N2CCc3ccccc32)cc1,-13%
COc1ccc(CCNC(=S)Nc2cc(C)ccc2C)cc1,-11%
CCOc1ccc(N2C(=O)CC(NC3CCCCNC3=O)C2=O)cc1 (stereo unspecified),1%
CC(C)c1ccc(NC(=S)NCc2cccs2)cc1,-17%
CCCCC1(C)Nc2ccccc2-c2nc3ccccc3n21 (stereo unspecified),-4%
Cc1nn2c(c1-c1ccccc1)NC1=C(C(=O)CCC1)C2c1ccccc1 (stereo unspecified),7%
Cc1ccc(C(=O)N2CCN(c3ccc(C(F)(F)F)cn3)CC2)cc1,12%
O=C1CC(c2ccccc2)Cc2nc3ncnn3cc21 (stereo unspecified),-10%
O=C1CC(N2CCC(c3nc4ccccc4s3)CC2)C(=O)N1Cc1ccccc1 (stereo unspecified),-16%
O=S(=O)(Nc1nc2c(s1)CCCC2)c1ccc(F)cc1,14%

Additional records
mol,HT1080 viability
Cc1ccc(S(=O)(=O)N2CCN(C(=O)c3nn(C(C)C)c(=O)c4ccccc34)CC2)cc1C,32%
CCNc1oc(-c2ccc(OC)cc2)nc1S(=O)(=O)c1ccc(Br)cc1,-17%
N#C/C(=C\c1cn(-c2ccccc2)nc1-c1cccnc1)c1nnc2n1CCCCC2,-10%
Cc1c(C(=O)/C=C/c2cccs2)oc2ccc(F)cc12,-1%
Cc1ccc(-c2noc(CSc3nnc(Cc4ccccc4)n3-c3ccc(Cl)cc3)n2)cc1,-7%
c1ccc(C2Nc3ccccc3-c3nc4ccccc4n32)cc1 (stereo unspecified),-9%
CCN(CC)Cc1c(O)c(Cl)cc2c3c(c(=O)oc12)CCCC3,-1%
CN(Cc1cccs1)C(=O)CSc1nnnn1C,-4%
CC(C)N(C(=O)CSc1nnc(NC(=O)c2cccs2)s1)C(C)C,4%
Cc1cc2n(n1)SC(Nc1cc(Cl)ccc1Cl)N2 (stereo unspecified),3%
CCOc1ccc(-c2nc(N)ncc2Oc2cccc(OC)c2)c(O)c1,-4%
Cc1cc(N2CCCC2)nc(SCC(=O)c2ccccc2)n1,-7%
Cc1ccc(C2=[N+]([O-])C3(CCCCC/C3=N\NC(N)=S)N(O)C2(C)C)o1 (stereo unspecified),0%
CC(OC(=O)c1nsc(Cl)c1Cl)C(=O)NC(C)(C)C (stereo unspecified),9%
CCNC(=O)c1ccccc1NC(=O)c1cccc(S(=O)(=O)N2CCOCC2)c1,-3%
COc1ccc(-c2c(NC(=O)C(C)C)n(C)c3ccccc3c2=O)cc1,-4%
COc1ccc(Nc2ncnc3c2cnn3Cc2ccc(C)cc2)cc1,-7%
CC(=O)Nc1ccc(S(=O)(=O)NCc2ccc(C(=O)NCc3ccc(Cl)cc3)cc2)cc1,8%
CCOC(=O)N1CCC(N2CCN(S(=O)(=O)c3ccc(Cl)cc3)CC2)CC1,12%
Cn1c(=O)c2c(nc(Oc3ccccc3)n2C)n(C)c1=O,0%

Later entries
mol,HT1080 viability
CCOC(=O)CN1C(=O)C(O)=C(C(C)=O)C1c1ccc([N+](=O)[O-])cc1 (stereo unspecified),-10%
COc1ccc(C2=CSC3=C(C(=O)c4cccc(S(=O)(=O)N(C)C)c4)CCN23)cc1,-11%
C#CCN(C)CC/C=C1\c2ccccc2CSc2ccccc21,-14%
CN1C(=O)C(O)(C2OC(C)(C)CCC2=O)c2ccccc21 (stereo unspecified),-152%
Cc1ccc(-n2nnnc2-c2cnoc2-c2cccc(F)c2)cc1,8%
CCC(=O)Nc1ccccc1Nc1cc(C#N)c(C#N)cc1[N+](=O)[O-],-3%
O=C(Nc1ccccc1N1CCN(c2ccc(F)cc2)CC1)C12CC3CC(CC(C3)C1)C2,-10%
COc1ccccc1NC(=O)CSC(N)=O,-3%
O=C(Nc1ccc(F)cc1)NC1(C(=O)NCc2ccc3c(c2)OCO3)CCCCC1,1%
O=C(NC1CCCCC1)C(Cc1ccccc1)NS(=O)(=O)c1cccs1 (stereo unspecified),9%
CCOc1ccc(NS(=O)(=O)c2ccc(NS(=O)(=O)c3ccccc3)cc2)cc1,-15%
CCn1c(-c2cc(Cl)ccc2OC)n[nH]c1=S,-7%
O=C(OCC#CCSc1nnc(-c2cccc3ccccc23)o1)c1ccco1,3%
COCCCn1c(SCC(=O)Nc2ccc(NC(=O)c3ccco3)c(OC)c2)nc2ccccc2c1=O,8%
COc1cc2c(cc1OC)C(c1cc3ccccc3oc1=O)=NC(C)(C)C2,5%
COC(=O)c1cc(=O)cc(C(=O)OC)o1,-12%
CCn1c(CSc2nc3ccccc3s2)nnc1SCC(=O)NCC(=O)OC,-7%
CC(=C1C(=O)c2ccccc2C1=O)N1CCN(C/C=C/c2ccccc2)CC1,11%
COc1ccc(N(C(C)=O)S(=O)(=O)c2cccs2)cc1,3%
CCc1cccc(CC)c1-n1c(SCc2cc(=O)n3ccsc3n2)nnc1-c1cccnc1,1%

Looked up by structure from the list above:
mol,HT1080 viability
Cc1ccc(-n2nnnc2-c2cnoc2-c2cccc(F)c2)cc1,8%
COCCCn1c(SCC(=O)Nc2ccc(NC(=O)c3ccco3)c(OC)c2)nc2ccccc2c1=O,8%
O=C(Nc1ccccc1N1CCN(c2ccc(F)cc2)CC1)C12CC3CC(CC(C3)C1)C2,-10%
CN1C(=O)C(O)(C2OC(C)(C)CCC2=O)c2ccccc21 (stereo unspecified),-152%
CCC(=O)Nc1ccccc1Nc1cc(C#N)c(C#N)cc1[N+](=O)[O-],-3%
CCOC(=O)CN1C(=O)C(O)=C(C(C)=O)C1c1ccc([N+](=O)[O-])cc1 (stereo unspecified),-10%

New compounds follow.
mol,HT1080 viability
Clc1ccc(C2=Nn3c(nnc3-c3cccs3)SC2)cc1,6%
CCCC(=O)Nc1sc2c(c1C#N)CC(C)(C)NC2(C)C,-5%
CCC(C)NC(=O)C1c2ccccc2C(=O)N1Cc1ccc(OC)cc1OC (stereo unspecified),-3%
CCc1cccc(CC)c1NC(=O)CN1CC(C)SC1=NC1CCCCC1 (stereo unspecified),-4%
COc1cccc(NS(=O)(=O)c2ccc3[nH]cc(C(=O)N(C)Cc4ccco4)c(=O)c3c2)c1,-8%
COC(=O)[C@@H]1C[C@H]2CC[C@H](O)C[C@H]2N1Cc1ccc(C)s1,19%
COc1ccc(OC(=O)c2ccc3nsnc3c2)cc1,-1%
CCc1ccc(N2CC(C(=O)Nc3cccnc3)CC2=O)cc1 (stereo unspecified),-1%
O=C1S/C(=C/c2ccc(N3CCOCC3)o2)C(=O)N1Cc1c(F)cccc1Cl,20%
Cc1ccc(C(=O)Nc2cccc(C(=O)N3CCOCC3)c2)cc1,-7%
CCc1ccc(NC(=O)CCn2ccnc2C)cc1,-7%
Cc1cnc2cc(Cl)c(Cl)cc2n1,13%
CN(C)S(=O)(=O)c1ccc(NC(=O)COC(=O)c2n[nH]c3ccccc23)cc1,-3%
CCc1ccc(NC(=O)c2ccc3nc(N)sc3c2)cc1,0%
COc1ccc(C(=O)c2ccc(Cl)cc2)cc1,6%
Cc1ccc(OC(C)C)c(CN(CCO)CCO)c1,-1%
COc1ccc(-c2c(C)n([O-])c(C)c(-c3ccccc3)[n+]2=O)cc1OC,-10%
Cc1ccc(CN2CCNC2=O)cc1,-12%
CCN(CC)CCN1C(=O)C(=O)/C(=C(/O)c2c(C)[nH]c(C(=O)OC)c2C)C1c1cccs1 (stereo unspecified),1%
CC(c1nc2ccccc2o1)N1C(=O)c2ccccc2C1=O (stereo unspecified),-2%

Rewritten as labelled records: four of the compounds above
Compound: COc1ccc(-c2c(C)n([O-])c(C)c(-c3ccccc3)[n+]2=O)cc1OC
- HT1080 viability = -10%
Compound: CCCC(=O)Nc1sc2c(c1C#N)CC(C)(C)NC2(C)C
- HT1080 viability = -5%
Compound: Cc1ccc(OC(C)C)c(CN(CCO)CCO)c1
- HT1080 viability = -1%
Compound: COc1ccc(OC(=O)c2ccc3nsnc3c2)cc1
- HT1080 viability = -1%

Other compounds
mol,HT1080 viability
COc1ccc2[nH]c(=O)c(CNc3ccc(C)c(C)c3)cc2c1,-11%
COc1ccc(Cc2nnc(NS(C)(=O)=O)s2)cc1,-5%
Cc1ncc(CC(=O)n2cc(C(=O)c3cc(F)ccc3O)cn2)s1,-12%
COc1ccc(CN(C(=O)CO)[C@@H](CO[Si](c2ccccc2)(c2ccccc2)C(C)(C)C)c2cccc(NC(C)=O)c2OC)cc1OC,-14%
COC(=O)[C@H](CCSC)NC(=O)Nc1ccc(OC)cc1OC,-13%
Nc1nc(Sc2ccc(C(F)(F)F)cc2[N+](=O)[O-])n[nH]1,10%
COc1cc2c(cc1NS(=O)(=O)N1CCCC1)oc1ccccc12,20%
O=C(NC(Cc1ccccc1)C(=O)O)c1ccc(S(=O)(=O)N2CCCCC2)cc1 (stereo unspecified),-10%
Oc1ccc(N2CCN(C(c3ccccn3)c3nnnn3C3CCCC3)CC2)cc1 (stereo unspecified),16%
CCOC(=O)CNC(=O)c1cccnc1,19%
Cc1nc(-c2cccc(NS(=O)(=O)c3ccc4ccccc4c3)c2)cs1,-7%
Cc1cccc(/C=c2\s/c(=C\C(=O)C(C)(C)C)[nH]c2=O)c1,-6%
N#Cc1cn(CCOc2ccc(F)cc2)c2ccccc12,17%
CCOc1ccccc1N1CCN(C2=C(NS(=O)(=O)c3cccs3)C(=O)c3ccccc3C2=O)CC1,14%
O=C(OCC(=O)N(C1CCCCC1)C1CCCCC1)c1ccco1,-3%
COc1cc(NC(=O)c2cccs2)c(C(=O)OCC(=O)NCc2ccccc2)cc1OC,10%
Cn1c(=O)c2c(nc(SCC(=O)NCc3ccc4c(c3)OCO4)n2Cc2ccc(Cl)cc2)n(C)c1=O,-8%
O=S(=O)(c1ccc(N2CCN(CCO)CC2)nc1)N1CCCCC1,-3%
Cc1ccnc2nc(C(=O)NCCc3ccc(F)cc3)nn12,12%
CCOCCCNC(=O)COc1ccc(OC)cc1,-16%

Bioassay records (PubChem)
